# USP1 inh = Inhibitors of USP1/UAF1: Primary Screen | hit rate 0.23% among 390,000 | Ubiquitin carboxyl-terminal hydrolase 1 (Homo sapiens), O94782 | Potency, µM (highest dose often 57.1 µM), for the others: at the highest dose activity change, negative = inhibition, hits mostly inhibitors | recombinant USP1/UAF1, Ub-Rhodamine cleavage fluorescence; further: potency means the concentration at half of the fitted maximal effect; on the % scale 0 is the no-effect control and ±100 the full control effect; nearly all actives have a fitted effect of over 60% in size; inactives centre near -12
#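 USP1/UAF1 complex at 1 nM was preincubated with compound for 15 min at room temperature, then Ub-Rho substrate (150nM final) was added. Fluorescence (480/540 nm) was read kinetically, 6 reads every 60 seconds.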
# Pin1 inhibitor = qHTS Assay to Find Inhibitors of Pin1; Peptidyl-prolyl cis-trans isomerase NIMA-interacting 1 (Homo sapiens), Q13526; Pin1 FP peptide displacement, HiFluor488, 10 min; Potency, µM (titrated, usually from 115 µM), inactives show at the highest dose activity, negative = inhibition, usual class: inhibitors; hit rate 0.009% among 390,000; AID 504891, 2011; active means well fitted inhibition curve with a large enough effect in the polarisation, with a control signal flat, not every such curve was filed as active; inconclusive means small, poorly fitted or top-dose-only effect, or effect the other way, or a change in a side signal; inactive means no such curve, though single readings can be large or run the other way; the % refers to the polarisation; further: potency means the concentration at half of the fitted maximal effect; on the % scale 0 is the no-effect control and ±100 the full control effect
# mIDH1 inhibitor = qHTS for Inhibitors of mutant isocitrate dehydrogenase 1 (IDH1): qHTS | IDH1-R132H enzyme, NADPH consumption, diaphorase/resazurin fluorescence | AID 602179, 2012 | hit rate 0.093% among 390,000 | Isocitrate dehydrogenase [NADP] cytoplasmic (Homo sapiens), O75874 | Potency, µM (highest dose often 76.6 µM), without a hit: at the highest dose activity change, negative = inhibition, most hits filed as inhibitors; further: potency means the concentration at half of the fitted maximal effect; on the % scale 0 is the no-effect control and ±100 the full control effect; nearly all actives have a fitted effect of over 65% in size
# Target sequence (O75874 whole entry R132H, stated change not applied): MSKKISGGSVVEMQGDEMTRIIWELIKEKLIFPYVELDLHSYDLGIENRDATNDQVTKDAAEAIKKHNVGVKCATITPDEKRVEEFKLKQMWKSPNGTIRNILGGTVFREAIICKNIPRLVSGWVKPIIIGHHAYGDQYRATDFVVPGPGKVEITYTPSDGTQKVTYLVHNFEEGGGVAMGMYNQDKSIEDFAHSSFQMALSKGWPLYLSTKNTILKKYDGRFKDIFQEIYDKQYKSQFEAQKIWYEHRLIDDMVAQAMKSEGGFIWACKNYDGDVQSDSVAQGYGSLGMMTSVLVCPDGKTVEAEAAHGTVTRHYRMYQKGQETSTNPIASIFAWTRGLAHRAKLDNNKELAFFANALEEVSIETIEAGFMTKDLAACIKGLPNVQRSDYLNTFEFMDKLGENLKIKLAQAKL
#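 IDH1-R132H (0.5 ug/mL dispensed) in pH 7.5 Tris buffer was preincubated 30 min with compound, then given a substrate mix of 0.016 mM NADPH and 2 mM alpha-KG for 80 min at room temperature; remaining NADPH was read by diaphorase/resazurin fluorescence.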
# HP1b chromo inh = HTS for Inhibitors of HP1-beta Chromodomain Interactions with Methylated Histone Tails. Chromobox protein homolog 1 (Homo sapiens), P83916. AID 540317, 2011. hit rate 0.56% among 390,000. Potency, µM (series often up to 114 µM), inactives show top-dose activity change, negative = inhibition, most hits filed as inhibitors. AlphaScreen HP1-beta / biotin-H3K9me3 peptide binding; further: potency means the concentration at half of the fitted maximal effect; nearly all actives have a fitted effect of over 70% in size; inactives centre near 23
# Target sequence (P83916 whole entry, looked up): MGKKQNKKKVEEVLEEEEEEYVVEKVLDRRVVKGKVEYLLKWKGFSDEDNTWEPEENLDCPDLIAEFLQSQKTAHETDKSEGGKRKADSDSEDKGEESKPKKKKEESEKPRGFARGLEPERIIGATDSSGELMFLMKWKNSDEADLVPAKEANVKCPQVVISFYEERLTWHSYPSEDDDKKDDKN
#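 HP1-beta protein (50 nM final) preincubated 30 min at room temperature with biotinylated H3(1-18)K9me3 peptide (50 nM) in PBS pH 7.4, 0.01% Tween-20, then compound added for 30 min. AlphaScreen streptavidin donor/nickel chelate acceptor beads (10 ug/mL final), 30 min dark, luminescence read.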
# TrxR1 substrate = qHTS Assay for Substrates of Mammalian Selenoprotein Thioredoxin Reductase 1 (TrxR1): qHTS; Thioredoxin reductase 1, cytoplasmic (Rattus norvegicus), O89049; purified TrxR1 substrate turnover, NADPH consumption readout; Potency, µM (titrated, usually from 114 µM), for the others: top-dose activity change, negative = substrate turnover; hit rate 0.01% among 390,000; further: potency means the concentration at half of the fitted maximal effect; on the % scale 0 is the no-effect control and ±100 the full control effect; nearly all actives have a fitted effect of over 50% in size
#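 Rat TrxR1, dispensed at 90 nM, was prereduced with 400 uM NADPH (final) for 5 min at ~22 deg C, then incubated with compound 15 min before 400 uM selenite. A first-read NADPH fluorescence drop versus no-compound background flagged substrates.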
# GLS inhibitor = qHTS for Inhibitors of Glutaminase (GLS). GLS enzymatic activity, qHTS titration. Glutaminase kidney isoform, mitochondrial (Homo sapiens), O94925. hit rate 0.21% among 410,000. Potency, µM (titrated, usually from 45.5 µM), for the others: at the highest dose activity change, negative = inhibition, hits mostly inhibitors; further: potency means the concentration at half of the fitted maximal effect; on the % scale 0 is the no-effect control and ±100 the full control effect
#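 Read-out is an Amplex red fluorescence increase coupled through glutamate oxidase and HRP, measured before and after 30 min room-temperature incubation. hKGA is in 45 mM KH2PO4 (pH 8.2) with 0.02% Tween-20; glutamine added as 1mM solution.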
# TrxR1 inh = qHTS Assay for Inhibitors of Mammalian Selenoprotein Thioredoxin Reductase 1 (TrxR1): qHTS. AID 588453, 2011. recombinant rTrxR1, NADPH fluorescence consumption, selenite substrate. Potency, µM (series often up to 114 µM), for the others: at the top dose activity change, negative = inhibition, most hits filed as inhibitors. Thioredoxin reductase 1, cytoplasmic (Rattus norvegicus), O89049. hit rate 1% among 390,000; further: potency means the concentration at half of the fitted maximal effect; on the % scale 0 is the no-effect control and ±100 the full control effect; nearly all actives have a fitted effect of over 65% in size
#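 Rat TrxR1 (90 nM in the dispensed reagent) was pre-reduced with 400 uM NADPH for 5 min at room temperature, then incubated with compound for 15 min. After 400 uM selenite was added, NADPH fluorescence (Ex 340/Em 450 nm) was followed for 8 min.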
# Tb PGK inh = qHTS Assay to Find Inhibitors of Phosphoglycerate Kinase. PGK/GAPDH coupled, Kinase-Glo luminescence, 60 min. Potency, µM (doses to about 57.5 µM), for inactives: at the top dose activity change, negative = inhibition, usual class: inhibitors. hit rate 0.043% among 380,000; further: potency means the concentration at half of the fitted maximal effect; on the % scale 0 is the no-effect control and ±100 the full control effect; nearly all actives have a fitted effect of over 60% in size
# Target sequence (P07378 whole entry, looked up): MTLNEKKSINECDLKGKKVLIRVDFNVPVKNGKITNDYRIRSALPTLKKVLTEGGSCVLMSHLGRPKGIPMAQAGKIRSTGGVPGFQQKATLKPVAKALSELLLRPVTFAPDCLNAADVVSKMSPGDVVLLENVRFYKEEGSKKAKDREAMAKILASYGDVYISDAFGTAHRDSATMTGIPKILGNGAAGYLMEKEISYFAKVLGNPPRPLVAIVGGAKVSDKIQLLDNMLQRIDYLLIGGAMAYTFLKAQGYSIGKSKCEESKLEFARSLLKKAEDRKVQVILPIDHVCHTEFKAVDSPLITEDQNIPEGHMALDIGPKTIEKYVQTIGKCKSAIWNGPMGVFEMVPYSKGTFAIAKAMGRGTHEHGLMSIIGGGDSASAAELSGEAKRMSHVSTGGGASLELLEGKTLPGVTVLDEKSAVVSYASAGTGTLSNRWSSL
#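 Luminescent ATP detection (Kinase-Glo Plus) follows a 60-minute room-temperature incubation, with wells lacking PGK as controls. Buffer: 100 mM TEA (pH 7.6), 5 mM MgCl2, 0.01% Tween-20. Coupling enzyme GAPDH (100 nM final) supplies unstable 1,3-BPG in-well.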
# PI4K2A inh = qHTS for small molecular inhibitors of PI4K2A; Phosphatidylinositol 4-kinase type 2-alpha (Homo sapiens), Q9BTU6; purified PI4K2A, ADP-Glo luminescence, 1 h; hits give low values; activity change, negative = inhibition, % at 76.9 µM; hit rate 0.13% among 420,000; AID 1346378, 2018; in the data active means activity change below about -50%; inconclusive means mostly about -30% to -49%;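 further: -100% = wells without enzyme as full effect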
#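 ADP-Glo luminescence measured ADP generated by PI4K2A enzyme (4 ug/mL before mixing) with 1.2 mM PI substrate (pre-mix) and 300 microM ATP (pre-mix). Tris pH7.5 buffer with MgCl2, Triton X-100; 1 h reaction at ambient temperature.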
# Starred values were filed as active, the others as inactive; i = inactive; ? = inconclusive; [ ] = another dose, or the depositor's remark. Unless noted, the call rests on the fitted dose curve; in most records, active means well fitted curve in the direction sought with a large enough effect; inconclusive means small, poorly fitted or top-dose-only effect, or another doubt; inactive means no such curve, though single readings can be large; an effect the other way counts as inactive or inconclusive. These rows are one share of the data (hit frequency here may not be typical).
SMILES,USP1 inh,Pin1 inhibitor,mIDH1 inhibitor,HP1b chromo inh,TrxR1 substrate,GLS inhibitor,TrxR1 inh,Tb PGK inh,PI4K2A inh
O=S(=O)(Nc1ccc(Br)cc1)c1ccc2nc(-c3ccccc3)[nH]c2c1,-18.3%,?,-14.3%,10.4%,-3.5%,-2.0%,10.9%,8.8%,-2.8
Cc1ccc2cccc(NC(=O)COc3cc(C)c(Cl)c(C)c3)c2n1,-17.9%,1.7%,-3.5%,33.6%,0.2%,-14.7%,23.7%[11.4 µM],-10.2%,0.8
COc1cccc(NS(=O)(=O)c2ccc3c(c2)NC(=O)C(C)S3)c1 (stereo unspecified),-13.2%,1.4%,-17.0%,13.0%,-2.4%,-2.0%,14.3%,-0.6%,-1.3
CCC(c1nnc(SCC(=O)Nc2nnc(-c3ccccc3)o2)n1Cc1ccccc1)N(C)C (stereo unspecified),-1.0%,5.2%,1.2%,38.3%,-3.1%,-0.1%,7.7%,i,0.6
COc1ccc(-c2cc(C(F)(F)F)nc(SCC(=O)N3CCOCC3)n2)cc1OC,-16.2%,-1.1%,2.1%,16.6%,9.9%[57.1 µM],-2.8%,18.1%[57.1 µM],0.3%,-3.5
c1ccc(N2CCN(Cc3ccnc4ccccc34)CC2)cc1,-13.0%,-3.5%,-0.1%,24.9%,5.4%,17.3%,0.2%,-6.1%,-4.8
Cc1cccc(C)c1OCC(=O)Nc1cccc(S(=O)(=O)N2CCCC2)c1,-7.2%,5.8%,3.8%,28.4%,4.0%,-7.1%,25.7%,5.6%,0.9
CCc1ccc(-c2cc(C)no2)cc1S(=O)(=O)Nc1ccccn1,-10.6%,-1.5%,-13.2%,29.1%,11.9%,5.8%,16.5%,i,3.6
O=C(NCc1ccccc1)N1CCC(CO)(CCc2ccccc2)CC1,-7.1%,-0.8%,11.2%,31.4%[activator],-1.8%,-1.9%,7.6%,i,-1.6
Oc1ccc(/C=C/c2nc(-c3ccccc3O)n(-c3ccccc3)n2)cc1,-23.2%,5.8%,5.3%,-10.1%,5.6%[57.1 µM],-11.6%,-0.8%[57.1 µM],1.1%,0.0
O=C(CCCOc1ccccc1)Nc1ccc(S(=O)(=O)Nc2ccccn2)cc1,-42.0%,0.7%,-2.6%,14.0%,0.5%[57.1 µM],5.1%,-0.7%[57.1 µM],-16.0%,1.1
CCn1c(CCNC(=O)c2cccs2)nnc1SCC(=O)NC1CCCCC1,-13.1%,15.0%,0.6%,25.7%,0.6%,-0.4%,14.3%,-8.9%,-1.3
COc1ccc(NS(=O)(=O)c2cc(C(=O)O)ccc2C)cc1,?,2.2%,5.3%,26.8%,8.4%,8.7%,7.1%,-2.7%,-1.0
O=C(c1ccc(F)cc1)c1ccc(CN2C(=O)c3ccccc3C2=O)o1,-26.3%,-1.0%,-1.1%,12.2%,13.4%[57.1 µM],14.9%,20.1%[57.1 µM],i,1.4
CC(C)c1ccc(C(C(=O)NC2CCCCC2)N(C(=O)c2csnn2)C2CC2)cc1 (stereo unspecified),?,3.7%,-1.3%,4.7%,7.5%,7.2%,21.5%,i,1.4
O=C1/C(=C/c2cccs2)N=C(c2cccs2)N1Nc1ccccc1,?,?,2.9%,-16.8%,-16.7%,9.4%,-24.9%,-9.3%,-3.3
C[C@@H]1CN(C(=O)c2nc3ccc(Cl)cn3c2CN2CCc3sccc3C2)C[C@H](C)O1,-17.4%,-17.1%,8.8%,44.0%[activator],5.9%,-1.6%,-12.4%,-2.0%,3.5
CCOC(=O)c1cc2c(nc1N)CC(C)(C)OC2,-21.7%,-0.6%,3.1%,39.4%[activator],600.6%[activator],-3.2%,?,i,16.2
CCOc1ccc(C2CC(=O)c3c([nH]c(C(=O)OCCOc4ccccc4)c3C)C2)cc1 (stereo unspecified),4.4%,-6.8%,12.6%,9.3%,-1.7%,2.7%,5.6%,-9.1%,0.6
CCC(C)NC(=O)Cn1cccc1C(=O)c1ccccc1 (stereo unspecified),-2.8%,4.2%,13.3%,9.5%,-8.5%,5.3%,-0.9%,-0.5%,3.4
Cc1ccc2nc(SCC(=O)N3CCN(C(=O)c4ccco4)CC3)[nH]c2c1,-8.7%,-5.8%,4.1%,32.9%,-5.3%,-6.7%,?,-1.3%,3.8
COc1ccccc1-c1nnc(NC(=O)c2ccc(S(=O)(=O)N(C)C)cc2)o1,-8.3%,-0.9%,-4.6%,51.3%,0.0%[57.1 µM],-5.6%,?,-0.2%,-3.7
O=C(COc1ccc([N+](=O)[O-])cc1)N(Cc1cccs1)C1CCS(=O)(=O)C1 (stereo unspecified),-22.1%,6.0%,-10.0%,25.9%,-13.7%,-8.1%,-9.9%,2.5%,-6.1
CCOc1cccc(-c2nnc3sc(C4CCCCC4)nn23)c1,-20.6%,14.5%,-0.3%,?,-8.3%,-15.9%,-14.1%,-3.2%,-5.4
O=C(CC1C(=O)NCCN1CC1CCCCC1)NCc1ccc(F)cc1F (stereo unspecified),-19.8%,-1.9%,7.9%,37.9%,-18.6%[57.1 µM],-4.9%,15.4%[57.1 µM],-0.5%,-6.6
Cn1cc(CN2CCC(n3nccc3NC(=O)CCCc3ccccc3)CC2)cn1,-23.1%,5.7%,-2.8%,60.9%[activator],6.1%[57.1 µM],-3.8%,17.9%[57.1 µM],4.4%,-3.6
CC(C)(C)C(=O)Nc1cc2c3c(c1)CCN3C(=O)CC2,-20.0%,-8.4%,0.0%,27.2%,4.4%,-1.4%,12.2%,-2.8%,-3.8
CC1(C)CC(CNCCC(c2ccc(F)cc2)c2ccco2)CCO1 (stereo unspecified),-18.0%,-9.0%,0.0%,10.3%,1.9%,-6.2%,5.3%,-9.6%,7.9
O=C(Nn1c(O)c(C=C2N=c3ccccc3=N2)sc1=S)c1cccc(Cl)c1,-10.1%,?,9.7%,10.5%,2.3%,-2.1%,18.7%,-7.1%,-0.4
Cc1cc(NS(=O)(=O)c2ccc(NC(=O)CSc3nc4sc(C(=O)O)c(C)c4c(=O)[nH]3)cc2)no1,-23.8%,1.6%,-0.6%,?,0.9%[57.1 µM],-1.1%,12.2%[57.1 µM],-11.9%,-3.9
O=C(CC(=O)Nc1ccc(Cl)c(Cl)c1)N/N=C/c1ccc(O)cc1,-10.2%,-0.7%,6.3%,6.4%,-0.8%,19.1%,9.9%,-9.2%,1.4
CC(=O)N1CCC(C(=O)NC2CC(C)(C)Cc3c2cnn3-c2ccc(F)cc2)CC1 (stereo unspecified),2.4%,1.6%,-3.6%,19.8%,-0.2%,13.4%,6.8%,11.2%,-3.3
CCOc1ccccc1C(=O)NCC(=O)OCC(=O)c1ccc2c(c1)OCCO2,-3.7%,3.4%,1.3%,15.7%,1.7%,5.7%,4.9%,0.7%,5.4
COc1cc(C)c(NC(=O)COc2cccc3c2OC(C)(C)C3)cc1OC,-26.3%,2.5%,2.9%,50.6%[activator],1.8%,-5.2%,11.3%,-9.7%,7.3
Cn1c(SCC(=O)NC(C)(C)C)nnc1-c1cccc(NC(=O)c2ccccc2F)c1,-11.5%,88.7%[activator],4.7%,16.2%,6.0%,-5.6%,25.4%,-9.4%,-10.4
COc1ccc(NC(=O)COc2ccc(-n3cnnn3)cc2)cc1OC,-9.0%,0.0%,0.0%,10.7%,-0.3%[57.1 µM],-0.4%,3.4%[57.1 µM],-3.1%,-5.4
O=C(NCc1cccs1)c1ccccc1,-12.8%,-3.4%,1.0%,32.6%,5.2%[57.1 µM],-3.9%,-4.0%,3.6%,1.2
COc1ccc(C(=O)Nc2ccc3oc(-c4ccc(OC)cc4)nc3c2)cc1,18.7%,-0.6%,0.0%,28.6%,10.9%,5.1%,20.7%,0.5%,-5.2
COc1ccc(/C=C/C(=O)NC(=S)NCc2ccccc2)cc1OC,?,11.3%,2.4%,23.3%,7.6%[11.4 µM],-1.4%,15.4%[11.4 µM],7.2%,-0.6
COc1ccc(CCCNC(=O)CC#N)cc1OC,-2.4%,-5.7%,7.2%,21.3%,-10.3%,-18.6%,14.0%[57.1 µM],-2.7%,5.5
